G9a inh: G9a (human) methyltransferase inhibition. Q96KQ7. G9a H3K9 monomethylation, AlphaScreen, 2 h. Potency, µM (top dose mostly 102 µM), inactives show at the highest dose activity, negative = inhibition, actives largely listed as inhibitors. hit rate 8.8% among 350,000. AID 504332; also: % is scaled to controls: 0 for no effect and ±100 for the full control effect; nearly all actives have a fitted effect of over 75% in size
Target sequence (Q96KQ7 913-1193 limits assumed): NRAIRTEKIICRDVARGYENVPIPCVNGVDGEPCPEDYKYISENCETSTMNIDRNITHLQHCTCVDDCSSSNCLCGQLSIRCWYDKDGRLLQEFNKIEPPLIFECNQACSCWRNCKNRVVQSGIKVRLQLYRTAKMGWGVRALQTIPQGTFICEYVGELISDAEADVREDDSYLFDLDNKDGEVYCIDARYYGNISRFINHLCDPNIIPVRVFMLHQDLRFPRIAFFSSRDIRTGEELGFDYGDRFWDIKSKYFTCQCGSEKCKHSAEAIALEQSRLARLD
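AlphaScreen detection with an anti-monomethyl H3K9 antibody quantified product after a 2 h room-temperature reaction containing 500 nM biotinylated H3K9 peptide, 20 µM SAM and 20 nM enzyme, which had been preincubated 15 min with compound.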
Pin1 inhibitor: inhibitors of human Pin1; Q13526; Pin1 FP peptide displacement, HiFluor488, 10 min; Potency, µM (top dose mostly 115 µM), for the others: at the highest dose activity, negative = inhibition, hits mostly inhibitors; hit rate 0.009% among 390,000; AID 504891; active = well fitted inhibition curve with a large enough effect in the polarisation, with a control signal flat, not every such curve was filed as active; inconclusive = small, poorly fitted or top-dose-only effect, or effect the other way, or a change in a side signal; inactive = no such curve, though single readings can be large or run the other way; the % refers to the polarisation; also: % is scaled to controls: 0 for no effect and ±100 for the full control effect
Target sequence (Q13526 whole entry, looked up): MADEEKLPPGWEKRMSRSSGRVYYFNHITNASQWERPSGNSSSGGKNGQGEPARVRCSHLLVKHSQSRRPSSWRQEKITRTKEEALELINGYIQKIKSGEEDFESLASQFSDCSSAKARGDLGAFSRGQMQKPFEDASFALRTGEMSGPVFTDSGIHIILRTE
GLS inhibitor: glutaminase GLS (human) inhibition; Potency, µM (top dose mostly 45.5 µM), for inactives: at the highest dose activity change, negative = inhibition, hits mostly inhibitors; hit rate 0.21% among 410,000; AID 624170; GLS enzymatic activity, qHTS titration; also: % is scaled to controls: 0 for no effect and ±100 for the full control effect
Target sequence (O94925 whole entry, looked up): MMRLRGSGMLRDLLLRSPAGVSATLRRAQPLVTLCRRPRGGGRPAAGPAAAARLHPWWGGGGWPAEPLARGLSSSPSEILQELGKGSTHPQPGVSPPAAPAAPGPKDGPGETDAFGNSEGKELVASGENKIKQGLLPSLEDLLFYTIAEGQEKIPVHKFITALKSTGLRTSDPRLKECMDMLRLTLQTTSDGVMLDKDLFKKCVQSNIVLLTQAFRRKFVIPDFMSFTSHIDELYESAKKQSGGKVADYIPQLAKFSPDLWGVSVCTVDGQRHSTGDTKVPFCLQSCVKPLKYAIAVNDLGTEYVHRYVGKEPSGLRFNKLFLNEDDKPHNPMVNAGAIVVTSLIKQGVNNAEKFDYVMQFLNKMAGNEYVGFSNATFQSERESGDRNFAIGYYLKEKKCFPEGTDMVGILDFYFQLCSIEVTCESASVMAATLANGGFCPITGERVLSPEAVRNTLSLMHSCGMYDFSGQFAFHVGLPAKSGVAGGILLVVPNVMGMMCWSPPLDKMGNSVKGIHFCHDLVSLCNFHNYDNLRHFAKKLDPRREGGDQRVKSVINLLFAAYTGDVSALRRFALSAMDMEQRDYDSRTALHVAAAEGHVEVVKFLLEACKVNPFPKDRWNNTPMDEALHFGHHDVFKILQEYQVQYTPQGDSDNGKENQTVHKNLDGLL
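Two-point fluorescence kinetic (t0, 30 min RT) for hKGA; glutamate detected via glutamate oxidase–HRP–Amplex Red. Substrate: 1 mM L-glutamine solution; buffer 45 mM KH2PO4, pH 8.2.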
JMJD2A Tudor inh: blocks the human JMJD2A Tudor domain. O75164. AlphaScreen JMJD2A-Tudor / H3K4me3 peptide binding. Potency, µM (highest dose often 114 µM), for the others: top-dose activity change, negative = inhibition, usual class: inhibitors. hit rate 4.4% among 390,000; also: % is scaled to controls: 0 for no effect and ±100 for the full control effect; nearly all actives have a fitted effect of over 50% in size
PGK inhibitor: T. brucei PGK inhibition. hit rate 0.043% among 380,000. PGK/GAPDH coupled, Kinase-Glo luminescence, 60 min. Potency, µM (titrated, usually from 57.5 µM), inactives show at the highest dose activity change, negative = inhibition, actives largely listed as inhibitors. P07378; also: % is scaled to controls: 0 for no effect and ±100 for the full control effect; nearly all actives have a fitted effect of over 60% in size
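Recombinant glycosomal PGK reaction used 1,3-bisphosphoglycerate generated in-well by GAPDH (100nM final) in 100mM TEA pH 7.6, 5mM MgCl2, 0.01% Tween-20. After 60 minutes at room temperature, ATP was read by Kinase-Glo Plus luminescence end-point.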
HP1b chromo inh: blocks HP1-beta chromodomain binding to methylated histone tails | AlphaScreen HP1-beta / biotin-H3K9me3 peptide binding | Potency, µM (highest dose often 114 µM), without a hit: at the highest dose activity change, negative = inhibition, actives largely listed as inhibitors | hit rate 0.56% among 390,000; also: nearly all actives have a fitted effect of over 70% in size; inactives centre near 23
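Compound inhibition of the preformed complex between 50 nM HP1-beta and 50 nM biotinylated H3K9me3 peptide was read by AlphaScreen. Buffer was PBS pH 7.4 with 0.01% Tween-20. Incubations ran 30 min at room temperature, with 10 ug/mL donor/acceptor beads.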
BLM helicase inh: blocks DNA unwinding by human BLM helicase; recombinant BLM DNA unwinding, fluorescence dequenching; hit rate 0.2% among 350,000; Potency, µM (series often up to 56.1 µM), inactives show top-dose activity change, negative = inhibition, actives largely listed as inhibitors;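 also: plate controls were vehicle for no effect and no enzyme for full effect; nearly all actives have a fitted effect of over 35% in size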
BAZ2B block: inhibitors of human BAZ2B bromodomain; Q9UIF8; AlphaScreen BAZ2B-H3K14Ac peptide displacement; Potency, µM (top dose mostly 114 µM), inactives show top-dose activity change, negative = inhibition, actives largely listed as inhibitors; hit rate 4.4% among 360,000; also: % is scaled to controls: 0 for no effect and ±100 for the full control effect; nearly all actives have a fitted effect of over 60% in size
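BAZ2B (50 nM) with biotin-H3(5-23)K14Ac peptide (50 nM) in PBS pH 7.4, 0.01% Tween-20, preformed 30 min, then compound 30 min at room temperature; top concentration 110uM. AlphaScreen streptavidin donor/nickel chelate acceptor beads (10 ug/mL final), 20 min dark, signal read.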
POLI inh: DNA polymerase iota (human) inhibition; Q9UNA4; hit rate 1% among 390,000; Pol iota fluorescent replication assay, 10 min; Potency, µM (titrated, usually from 115 µM), without a hit: at the highest dose activity, negative = inhibition, hits mostly inhibitors; AID 588590
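Pol iota at 10 nM preincubated 15 min with compounds at room temperature; reaction started with fluorescent substrate, 50 nM final. Fluorescence read kinetically at 0 and 10 min; buffer-only wells as negative control.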
* marks the source's active call; other numbers are inactive results; i = inactive; ? = inconclusive; . = no result given; & = joins results of further samples; [ ] = remark or other dose. Unless noted, calls follow the shape of the dose curve; as a rule, active = well fitted curve in the direction sought with a large enough effect; inconclusive = small, poorly fitted or top-dose-only effect, or another doubt; inactive = no such curve, though single readings can be large; an effect the other way counts as inactive or inconclusive. Potency is read from the fitted curve at half-maximal effect. An excerpt (hit frequency here may not be typical).

SMILES,G9a inh,Pin1 inhibitor,GLS inhibitor,JMJD2A Tudor inh,PGK inhibitor,HP1b chromo inh,BLM helicase inh,BAZ2B block,POLI inh
COc1ccc(C(=O)N2CCc3cc(OC)c(OC)cc3C2)cc1OC,-39%,4%,4%,1%,4%,26%,-8%,3%,54%[activator]
Cc1ccc(Cl)cc1N(Cc1ccc(C(=O)NCc2cccnc2)cc1)S(=O)(=O)c1ccccc1,1%[2.33 µM],1%,5%,-8%,-16%,20%,-15%,-7%,21%
O=C(NC(=S)N1CCCc2ccccc21)c1ccccc1,29%[0.501 µM],-5%,6%,?,6%,-11%,-3%,?,14%
Cn1c(=O)c2c(nc(NC3CCCCC3)n2CC(O)COc2ccccc2)n(C)c1=O (centres undefined),-1%[59 µM],4%,17%,-28%,-2%,-13%,-2%,-3%,10%
CC1CN(Cc2ccco2)C(=S)NC1=O (centres undefined),.,0%,-27%,-18%,-7%,-16%,.,.,18%
O=C(N/N=C1\CC2CC=CC12)c1ccc(O)cc1 (centres undefined),13%,6%,8%,-7%,4%,22%,4%,.,38%[activator]
COc1ccc(N2CCN(c3cc(C)nc4ccc(OC)cc34)CC2)cc1,50µM*,2%,-2%,45µM*,-4%,?,3%,32µM*,-2%
Cc1ccc(S(=O)(=O)N2CCCC2C(=O)N2CCCCCC2)cc1 (centres undefined),-44%[12.7 µM],-3%,-3%,-6%,-6%,34%,3%,8%,0%
Cc1c(NC(=O)CSc2ccccc2Cl)c(=O)n(-c2ccccc2)n1C,-1%,0%,2%,0%,-5%,29%,-4%,3%,17%
Cc1ccc(-c2nc(CN3CCN(C(=O)C4CCCO4)CC3)cs2)cc1 (centres undefined),0%,4%,1%,-12%,-4%,28%,1%,-28%,-27%
Cc1ccc(Cn2nc(C)cc2C(=O)Nc2ccc(Cl)cc2)cc1,-11%,-1%,0%,12%,-10%,41%[activator],-7%,4%,-9%
Cc1ccc(-c2nn(C)c(=O)c3ccccc23)cc1CNC(=O)c1ccccc1,.,5%,0%,-17%,-4%,1%,-10%,-4%,-10%

Other structures follow.
SMILES,G9a inh,Pin1 inhibitor,GLS inhibitor,JMJD2A Tudor inh,PGK inhibitor,HP1b chromo inh,BLM helicase inh,BAZ2B block,POLI inh
Cc1ccc(NC(=O)CSc2c3c(nc4ccccc24)CCCC3)cc1F,-7%[59 µM],23%,1%,-19%,2%,23%,2%,.,0%
COc1ccc(NC(=O)CSc2nnnn2C2CCCCC2)cc1,-4%[59 µM],-1%,1%,-10%,0%,4%,-1%,0%,6%
CCOC(=O)c1[nH]c(C)c(CCC(=O)N2CCN(c3ccc(OC)cc3)CC2)c1C,-33%[59 µM],6%,3%,-28%,-7%,6%[57 µM],-1%,-3%,-9%
COc1ccc(-c2cc(C(C)=O)c(C)n2CCC(=O)Nc2cccc(C)c2C)cc1,4%[59 µM],13%,4%,-5%,-2%,36%,-6%,-2%,?
COC(=O)[C@H]1CCCN1C(=O)Nc1cccc(Oc2c(F)c(F)c(F)c(F)c2F)c1,-4%[59 µM],-5%,-1%,9%,-1%,40%[activator],-3%,-3%,20%
COc1cc(NC(=O)c2[nH]c(C)c(C(C)=O)c2C)cc(OC)c1OC,?,16%,-2%,-11%,-6%,-5%,-11%,-18%,18%
OCC1(CCCc2ccccc2)CCN(Cc2cnc(N3CCOCC3)s2)CC1,-11%,19%,2%,-12%,i,-2%,0%,0%,24%
O=C1C(C=NCCCN2CCOCC2)=C(O)c2ccccc21,-1%,1%,-5%,-9%,6%,42%[activator],-1%,3%,21%
O=C(NC1CC1)c1ccc(Cn2c(SCc3ccccc3F)nc3cccnc32)cc1,1%[59 µM],-3%,8%,4%,-7%,29%,0%,-11%,10%
COc1ccc(NC(=O)c2sc3nc4c(cc3c2N)CCCCCC4)cc1OC,?,4%,-19%,-18%,6%,23%,1%,-5%,?
CCOC(=O)c1ccc(NC(=O)c2ccc3c(c2)NC(=O)c2ccccc2S3)cc1,-15%[59 µM],17%,-13%,7%,-8%,38%,-5%,3%,28%
COc1ccc(NC(=O)CCCc2ccccc2)c(OC)c1,-5%,0%,10%,-9%,-2%,21%,-9%,-5%,10%

Gathered by group, those above containing an NH in an aromatic ring.
SMILES,G9a inh,Pin1 inhibitor,GLS inhibitor,JMJD2A Tudor inh,PGK inhibitor,HP1b chromo inh,BLM helicase inh,BAZ2B block,POLI inh
CCOC(=O)c1[nH]c(C)c(CCC(=O)N2CCN(c3ccc(OC)cc3)CC2)c1C,-33%[59 µM],6%,3%,-28%,-7%,6%[57 µM],-1%,-3%,-9%
COc1cc(NC(=O)c2[nH]c(C)c(C(C)=O)c2C)cc(OC)c1OC,?,16%,-2%,-11%,-6%,-5%,-11%,-18%,18%

Remaining list, next part
SMILES,G9a inh,Pin1 inhibitor,GLS inhibitor,JMJD2A Tudor inh,PGK inhibitor,HP1b chromo inh,BLM helicase inh,BAZ2B block,POLI inh
Cc1cccc(N(C)C(=O)CCS(=O)(=O)c2ccc3c(c2)n(C)c(=O)c(=O)n3C)c1,2%[59 µM],-2%,7%,4%,.,43%,-6%,-2%,17%
CCOC(=O)N1CCN(c2c(Nc3ccc4c(c3)OCCO4)c(=O)c2=O)CC1,?,3%,48%[activator],-12%,i,74%[activator],-4%,-19%,17%
CC(=O)NCC(=O)OCC(=O)Nc1nc(-c2ccccc2)cs1,31%,0%,-1%,-12%,-9%,0%,-1%,-17%,-17%
COc1ccc(Cl)cc1NC(=S)N1CCN(C(=O)c2ccco2)CC1,.,2%,1%,-10%,7%,15%,-1%,1%,-5%
Cc1ccc(C2N=C(N)Nc3nc(=O)c4ccccc4n32)cc1 (centres undefined),25%,-2%,3%,-17%,0%,39%[activator],-5%,-9%,1%
COc1ccccc1-c1cc(C(F)(F)F)nc(NCc2cccs2)n1,127%[activator],4%,6%,99%[activator],2%,198%,-12%,100%[activator],8%
CCOC(=O)C1CCN(Cc2ccc3ccccc3c2)CC1,?,8%,2%,56µM*,-5%,?,-2%,?,22%
CCOC(=O)c1sc2nc(NC(=O)C3CCCCC3)sc2c1C,20%,21%,3%,-4%,-8%,50%[activator],-1%,-5%,5%
CC1CC(C)CN(c2oc(Cc3ccccc3)nc2C#N)C1 (centres undefined),11µM*,?,6%,?,-1%,?,0%,14µM*,8%
COc1ccc(NC(=O)C2CC(=O)N(c3ccccc3Cl)C2)c(OC)c1 (centres undefined),17%,-1%,10%,-18%,-4%,9%,0%,-22%,-15%
C/C(=N\NC(=O)Cc1c[nH]c2ccccc12)c1ccc2ccccc2c1,-27%,5%,-16%,?,-7%,-29%,-9%,?,124%[activator]
S=C(NCc1ccccc1)Nc1ccncc1,?,0%,16%,-18%,5%,38%,-4%,-13%,-1%

Other compounds.
SMILES,G9a inh,Pin1 inhibitor,GLS inhibitor,JMJD2A Tudor inh,PGK inhibitor,HP1b chromo inh,BLM helicase inh,BAZ2B block,POLI inh
Cc1onc(-c2ccccc2)c1C(=O)N1CC(C)OC(C)C1 (centres undefined),1%,1%,-13%,11%,-7%,36%,0%,-2%,-8%
O=C(C[C@@H]1C/C=C/CC[C@@H](Cc2ccc(F)cc2)C(=O)OC[C@H](Cc2ccccc2)NC1=O)N[C@H](CO)Cc1ccccc1,.,1%,-4%,-18%,-6%,25%,.,.,-10%
O=C(Nc1ccccc1)C1CC=CCC1C(=O)OCC1CCCO1 (centres undefined),-48%[12.7 µM],3%,-2%,-15%,-9%,6%,2%,-24%,9%
Cc1noc(C)c1COC(=O)C1CC(O)CN1S(=O)(=O)c1ccc(Cl)cc1 (centres undefined),11%[12.7 µM],5%,-9%,-3%,-8%,29%,-12%,3%,11%
O=C(NCCN1CCOCC1)C(=O)NCC1OCCN1S(=O)(=O)c1ccccc1 (centres undefined),.,0%,-3%,-6%,5%,29%,-18%,7%,35%[activator]
O=S(=O)(NCCCCNS(=O)(=O)c1c(F)cccc1F)c1ccc2c(c1)OCCO2,10%[2.33 µM],-7%&1%,-2%,-1%&-9%,-2%,45%[activator],.,5%,7%
Cc1noc(C)c1CSc1nc2sc(C)c(C)c2c(=O)n1-c1ccccc1,7%[59 µM],6%,-2%,3%,i,54%,-3%,4%,-12%
COc1ccc(Cl)cc1NC(=O)CSc1nnc(Cc2ccc(C)cc2)c(=O)[nH]1,1%,-1%,17%,-22%,-6%,12%,.,-4%,-11%
Cc1cccc(-c2noc(-c3ccc(NCc4ccccc4)c([N+](=O)[O-])c3)n2)c1,-25%[59 µM],1%,-4%,-15%,i,20%,2%,-5%,-24%
CC1CCc2cc(F)cc3c2N1C(=O)C(C(=O)Nc1cnccn1)C3=O (centres undefined),.,-9%,.,-18%,.,-17%,.,.,-11%
Cc1c(Cl)cccc1NC(=O)Nc1ccc2snnc2c1,4%[59 µM],18%,4%,11%,-7%,42%[activator],-5%,-5%,6%
CCOC(=O)c1cc(S(=O)(=O)N2CCN(Cc3ccccc3)CC2)cn1C,2%,0%,-5%,-25%,1%,16%,-4%,-26%,5%

(more compounds)
SMILES,G9a inh,Pin1 inhibitor,GLS inhibitor,JMJD2A Tudor inh,PGK inhibitor,HP1b chromo inh,BLM helicase inh,BAZ2B block,POLI inh
O=C(O)c1cc(-n2c(/C=C\c3ccc(F)cc3)nc3ccccc3c2=O)ccc1Cl,-4%[59 µM],-6%,1%,-12%,-3%,13%,2%,-9%,23%
CCC(C)n1c(SCC(=O)N(CC)c2c(N)n(Cc3ccccc3)c(=O)[nH]c2=O)nc2ccccc2c1=O (centres undefined),.,3%,4%,-18%,-4%,43%[activator],.,.,-3%
CN1CCN(c2ccc(S(=O)(=O)N3CCCCC3)cc2NC(=O)COc2cccc(Cl)c2)CC1,40µM*,-3%,2%,?,-3%,-36%,.,?,16%
CC(C)(C)SCCNC(=O)/C=C/c1ccc([N+](=O)[O-])cc1,-13%[59 µM],1%,-1%,-7%[57.1 µM],-5%,40%[activator],-1%,-5%,14%
Fc1ccccc1-n1cn[nH]c1=S,10µM*,-4%,5%,28µM*,-2%,30%,-2%,-10%,16%
O=C(CSc1nnc(-c2ccncc2)n1Cc1ccco1)Nc1ccccc1Cl,?,3%,-4%,?,-7%,22%,-1%,-34%,13%
Cc1cccc(C)c1N1CCc2cn[nH]c21,39%[0.501 µM],-2%,-5%,-1%,12%,24%,-1%,-29%,11%

From PubChem
